Compound activity from PubChem BioAssay.
Granule exo inh: lytic granule exocytosis inhibition; TALL-104 LAMP-1 surface exposure, flow cytometry; cells stimulated with thapsigargin and PMA; inhibition, % at 10 µM; 360,000 tested, 0.66% active; AID 651702;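 active = inhibition above about 55%, limit read from the data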
NCOA2 inhibitor: inhibits human steroid receptor coactivator 2. Q15596. HEK293 GAL4-SRC2 luciferase reporter, luminescence. inhibition, % at 9 µM. 370,000 tested, 0.17% active. AID 651957;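 active = inhibition above the mean inhibition of all tested compounds plus 3 SD, set per campaign, cut at about 52% in these data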;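 also: 0% = DMSO treated cells and 100% = cells given Gossypol at 36 µM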
TLR9-MyD88 inh: blocks human TLR9 binding to MyD88. Q9NR96+Q99836. CHO BLA complementation TLR9-MyD88, CCF4 FRET ratio. inhibition, % at 4.98 µM. 340,000 tested, 0.21% active. AID 504734;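 active = inhibition above the mean over all tested compounds plus 3 SD, cut at about 21% in these data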;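 also: 0% = DMSO only wells and 100% = clavulanate BLA inhibitor control wells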
Target sequence (Q99836 whole entry, looked up): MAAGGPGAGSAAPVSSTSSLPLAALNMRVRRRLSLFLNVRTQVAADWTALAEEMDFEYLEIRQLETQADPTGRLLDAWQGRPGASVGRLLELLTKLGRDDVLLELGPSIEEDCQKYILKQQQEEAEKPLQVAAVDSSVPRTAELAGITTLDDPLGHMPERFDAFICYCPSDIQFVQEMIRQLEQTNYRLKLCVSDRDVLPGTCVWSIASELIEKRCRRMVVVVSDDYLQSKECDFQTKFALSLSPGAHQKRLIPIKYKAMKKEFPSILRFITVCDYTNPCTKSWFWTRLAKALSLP
Target sequence (Q9NR96 whole entry, looked up): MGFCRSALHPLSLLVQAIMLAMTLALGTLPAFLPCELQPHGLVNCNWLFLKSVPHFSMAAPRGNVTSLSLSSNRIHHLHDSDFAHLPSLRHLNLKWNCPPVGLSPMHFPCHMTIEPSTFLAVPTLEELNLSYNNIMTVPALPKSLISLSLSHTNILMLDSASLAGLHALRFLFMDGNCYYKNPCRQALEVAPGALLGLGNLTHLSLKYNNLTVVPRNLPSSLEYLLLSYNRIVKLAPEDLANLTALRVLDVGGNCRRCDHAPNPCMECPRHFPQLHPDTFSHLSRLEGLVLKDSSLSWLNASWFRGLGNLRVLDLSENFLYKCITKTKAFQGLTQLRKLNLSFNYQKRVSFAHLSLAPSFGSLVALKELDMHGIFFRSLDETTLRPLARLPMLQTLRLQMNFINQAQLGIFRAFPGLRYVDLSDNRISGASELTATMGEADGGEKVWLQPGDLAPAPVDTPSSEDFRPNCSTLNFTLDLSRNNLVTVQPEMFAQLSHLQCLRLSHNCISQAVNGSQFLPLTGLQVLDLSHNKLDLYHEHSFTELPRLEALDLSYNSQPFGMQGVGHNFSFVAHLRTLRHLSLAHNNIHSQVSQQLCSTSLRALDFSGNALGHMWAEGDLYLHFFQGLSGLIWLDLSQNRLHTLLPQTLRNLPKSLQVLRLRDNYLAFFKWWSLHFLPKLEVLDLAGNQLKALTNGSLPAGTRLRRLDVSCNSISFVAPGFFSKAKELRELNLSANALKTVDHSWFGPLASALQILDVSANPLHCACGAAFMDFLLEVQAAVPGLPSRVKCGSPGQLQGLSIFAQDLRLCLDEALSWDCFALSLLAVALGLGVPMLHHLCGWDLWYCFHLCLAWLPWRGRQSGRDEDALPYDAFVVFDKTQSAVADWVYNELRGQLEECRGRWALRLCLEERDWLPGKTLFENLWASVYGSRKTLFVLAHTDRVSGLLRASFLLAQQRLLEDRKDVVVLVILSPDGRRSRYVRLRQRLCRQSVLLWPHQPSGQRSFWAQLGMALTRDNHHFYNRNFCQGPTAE
NOD2 RIPK2 PPI: NOD2-RIPK2 protein interaction inhibition; CHO BLA complementation NOD2-RIPK2, CCF4 ratio; inhibition, % at 4.98 µM; 360,000 tested, 0.38% active; O43353; in the data active = inhibition above about 21%;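 also: 0% = vehicle only and 100% = reference blocker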
NCOA1 inh: human NCOA1 inhibition. Q15788. HEK293 GAL4-SRC1 luciferase reporter, luminescence. inhibition, % at 3.6 µM. 360,000 tested, 0.12% active. AID 588354;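 active = inhibition above the campaign mean plus 3 SD, with each screening campaign given its own cutoff, cut at about 60% in these data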;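 also: 0% = DMSO treated cells and 100% = gossypol at 36 µM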
ABHD5 PLIN5 PPI: blocks binding of human ABHD5 to perilipin-5. 360,000 tested, 0.78% active. Split G. princeps luciferase complementation, luminescence, 4 h. inhibition, % at 4 µM. Q00G26+Q8WTS1;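 active = inhibition above the mean inhibition across every tested compound plus 3 SD, cut at about 22% in these data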;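 also: 0% = DMSO only wells and the 100% control is not disclosed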
NCOA3 inh: inhibits human SRC3 coactivator; HEK293 GAL4-SRC3 luciferase reporter, luminescence; 360,000 tested, 0.17% active; inhibition, % at 3.6 µM; Q9Y6Q9;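 active = inhibition above a per-campaign cutoff, the mean of all compounds plus 3 SD, cut at about 60% in these data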;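 also: 0% = DMSO-treated cells and 100% = gossypol-treated cells at 36 µM; higher means less SRC3-driven luciferase light from the GAL4 reporter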
TROY signal inh: blocks TROY-dependent signaling in reporter cells; inhibition, % at 10 µM; Q293 LMP1-TROYcd NF-kB luciferase reporter, 4 h; 360,000 tested, 0.98% active;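 active = compounds whose plate-normalised and pattern-corrected inhibition of the luciferase reporter signal at the single screening dose is 50% or more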
COUP-TFII inh: inhibitors of human COUP-TFII (NR2F2); P24468; HEK293T NGFI-A luciferase reporter, luminescence; inhibition, % at 8.6 µM; 370,000 tested, 0.7% active;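 active = inhibition above a per-plate cutoff, mean inhibition of test wells between control levels plus 3 SD, cut at about 38% in these data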;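 also: cells cotransfected with COUP-TFII expression vector driving the NGFI-A reporter; 0% = median of COUP-TF2 test wells and 100% = reporter-only cells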
NR5A2 inv ag: suppresses constitutive activity of human LRH-1; O00482; inhibition, % at 3.6 µM; HEK293T StAR-luciferase reporter, LRH-1 transfected, 24 h; AID 602396; 360,000 tested, 0.13% active;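 active = inhibition above the mean inhibition of all tested compounds plus 3 SD, cut at about 73% in these data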;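 also: 0% = DMSO wells and 100% = reporter-only cells lacking LRH-1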
TWEAK Fn14 block: inhibitors of TWEAK-Fn14 interaction signaling | inhibition, % at 10 µM | 360,000 tested, 2% active | TWEAK-stimulated Fn14 reporter cells, luciferase luminescence, 8 h; in the data active = inhibition above about 50%
* = called active by the depositor; . = not tested or not shown; & = joins results of further samples; ! = a repeat was not active.

SMILES	Granule exo inh	NCOA2 inhibitor	TLR9-MyD88 inh	NOD2 RIPK2 PPI	NCOA1 inh	ABHD5 PLIN5 PPI	NCOA3 inh	TROY signal inh	COUP-TFII inh	NR5A2 inv ag	TWEAK Fn14 block
CCN(CC)CC(=O)Nc1ccc(C)cc1Br	-2	-9	-6	-16	-29	1	-4	-21	6	24	-10
COCCn1c(=NC(=O)c2cc(Cl)sc2Cl)sc2cc(S(N)(=O)=O)ccc21	6	-7	-6	-5	-3	0	17	-22	-3	-8	10
OC[C@@H]1CN(Cc2ccc(F)cc2)C[C@H](n2cnc3c(NC4CC4)ncnc32)O1	-5	6	.	1	-18	-5	-30	0	8	-12	-17
Cc1ccc(C(=O)N2CCN(S(=O)(=O)c3ccccc3[N+](=O)[O-])CC2)o1	0	0	-2	-3	-5	0	5	18	-6	0	-8
C#Cc1ccc(NC(=O)C2(C)CCN2C(=O)Cc2ccc(-c3ccccc3)cc2)cc1 (stereo not given)	6	17	.	-5	31	-4	2	22	67*	26	38
Cc1ccccc1-c1noc(CNC(=O)COc2ccccc2)n1	4	-15	6	4	5	3	-5	-20	0	-20	-4
CS(=O)(=O)N1CCC(C(=O)Nc2cc(Cl)cc(Cl)c2)CC1	-4	15	5	2	4	0	10	-21	15	4	8
CCOC(=O)C1=C(C)N(CC(C)C)C(=O)/C1=C\c1cccs1	1	1	5	3	1	4	8	0	13	-2	-16
CN(C)C(=O)c1ccc(-c2cc(C(F)(F)F)nn2C)s1	-6	-43	.	-1	-67	-6	-51	-48	-28	-137	-10
Cc1nn(-c2ccccc2)c2ncc(C(=O)c3cc(Cl)ccc3O)cc12	4	-1	-3	-4	-2	0	6	5	-16	-8	28
Cc1cc(-c2n[nH]c(=S)n2/N=C/c2cccc(O)c2)n[nH]1	3	-26	0	-4	-6	0	11	2	2	22	6
CN=C(Nc1cc(C)nn1-c1ccccc1)c1ccccc1F	-2	3	7	-18	-11	7	6	17	-4	5	9
CCCc1ccc(S(=O)(=O)N2CCN(C(C)C(=O)NCc3ccc(OC)cc3)CC2)cc1 (stereo not given)	-4	0	-3	8	2	7	6	-3	13	-2	-10
CCOc1ccccc1OCC(=O)NC1CCCCC1	13	4	-1	-4	-8	0	-16	-15	13	2	3
Cc1ccc(OCC(=O)NC(=S)Nc2ccc(Br)c(C)n2)cc1	-2	-3	5	-8	1	-1	1	3	1	9	-4
COc1ccc2c(C)cc(Sc3nnnn3-c3ccccc3)nc2c1	8	31	-12	-7	-7	5	-3	-13	5	-1	42
COC(=O)c1ccc(OS(=O)(=O)c2ccc(NC(C)=O)cc2)cc1	6	20	-3	4	-1	0	20	14	15	11	16
O=C(NNc1c(F)c(F)cc(F)c1F)c1cc2ccccc2oc1=O	0	-83	-1	-4	-84	-4	-33	-28	-31	-22	-22
COc1cccc(CNC(=O)c2ccccc2C(=O)NC(C)(C)C(=O)NCc2cccc(OC)c2)c1	-1	-15	-15	-5	-5	-1	11	-10	22	20	9
CCCCn1c(=O)c(CCC(=O)OCC(=O)Nc2ccc(F)c(Cl)c2)nc2ccccc21	-2	15	-3	-4	-3	-10	12	9	-1	23	-11
COc1ccc2c(C(=O)c3ccc(C)cc3)n(Cc3ccc(C(N)=O)cc3)[n+]([O-])c2c1	-10	-54	-5	-2	-113	-7	-110	45	-28	-101	15
CCOc1ccc(N(CC(=O)Nc2ccc(OC)cc2)S(=O)(=O)c2c(C)noc2C)cc1	-2	-38	-1	-16	5	2	20	-20	13	16	-16
CC(=O)c1c(C)[nH]c(C(=O)CN2C(=O)NC(C)(C)C2=O)c1C	3	-3	-4	-8	-3	4	-11	-8	-8	2	18
c1ccc(-c2n[nH]c3ccccc23)cc1	-2	.	0	-14	20	-3	8	-17	.	-17	10
Cn1c(Cn2c(=O)sc3ccccc32)nnc1SCC(=O)Nc1ccccc1F	-1	-1	4	-6	0	2	20	0	-4	7	4
O=C(NC1CC1)c1cc(Cl)nc2ccccc12	-2	4	-1	-13	-1	-4	10	-1	-2	12	0
O=S1(=O)CCC(NC(=S)N2CCOCC2)C1 (stereo not given)	3	9	-4	-2	-3	0	6	5	3	-5	3
Cc1ccc(S(=O)(=O)NCC(=O)N(CC(=O)NC2CCCC2)c2ccc3c(c2)OCCO3)cc1	2	-2	4	-6	-13	-3	-37	-11	17	5	1
CCCCCn1c(N)c(-c2nc3ccccc3s2)c2c([N+](=O)[O-])nn(CC)c(=O)c21	26	-14	-1	0	6	3	6	9	-5	-10	83*
CS(=O)(=O)N1CCc2cc(C(=O)Nc3ccc(O)cc3)ccc21	0	-13	-8	3	15	-6	-18	-10	-3	8	-15
COC(=O)C1CN(C(=O)COc2ccccc2)c2ccccc2O1 (stereo not given)	-4	-10	-1	-8	-21	-6	-21	5	-8	6	4
COc1ccc(/C=N/Nc2nn3cnnc3c3ccccc23)cc1	-5	2	2	3	-15	3	9	1	9	12	-7
O=C(NC1=NCCS1)c1cccs1	1	-21	-1	-6	7	-17	10	-26	-6	1	-35
C[C@@H]1COc2cccc(N3CCSCC3)c2S(=O)(=O)N1	-2	-12	.	-4	.	7	.	-11	-12	-31	14
CC(C)(CO)CN1CCC(n2nccc2NC(=O)C2CCOC2)CC1 (stereo not given)	-5	-16	8	4	-15	-6	-16	0	-10	-3	-10
Cc1cc(-n2c(C)cc(C(=O)CSc3[nH]c(=O)cc(C(F)(F)F)c3C#N)c2C)no1	5	17	10	-8	5	1	24	4	16	2	15
Cc1cc(C)c(CN2CCN(C(=O)Cn3ccc(N)nc3=O)CC2)c(C)c1	2	11	5	-9	-11	-2	-17	-23	-1	-20	5
CCOCCCNC(=O)CCC(=O)NNc1nc2ccccc2c2nc(-c3ccccc3)nn12	0	-5	-15	0	-49	1	20	12	1	26	4
CC(C)NC(=O)c1ccc2c(=O)n(Cc3ccco3)c(=S)[nH]c2c1	-5	-12	-12	3	-8	8	3	-12	10	4	-1
NC(=NCCCCCCN=C(N)/N=C(\N)Nc1ccc(Cl)cc1)/N=C(\N)Nc1ccc(Cl)cc1	1&6&2	-27&-26&5	4&3&9	10&1&-8	-6&1&-3	34*!	-3&-8&2	28&31&-2	12&0&-22	13&-5&18	46&36&-3
CC1=Nc2cc(C(=O)NCc3ccco3)ccc2Sc2ccc(C)cc21	-3	14	5	11	8	1	3	8	-66	25	34
Cc1cccc(C(C)C)c1NC(=O)COC(=O)CNS(=O)(=O)c1ccccc1	6	5	7	-4	-1	2	9	-7	8	2	12
Cc1ccc(C(=O)COc2ccccc2-c2ccccc2)cc1	0	4	-2	0	0	-1	23	-16	0	8	13
COC(=O)[C@]12CCCCC=C1N(CCC1=CCCCC1)C(=O)[C@H](CC(=O)N1CCCCC1)C2	-5	15	.	10	.	-6	.	4	4	10	6
CSCCC(NS(=O)(=O)c1ccccc1)C(=O)OCc1cc(=O)oc2cc(O)ccc12 (stereo not given)	12	13	4	3	-11	1	1	-5	6	-11	-15
O=C(NNS(=O)(=O)c1ccc(Cl)cc1)C1CCN(Cc2ccccc2)CC1	1	10	-1	-15	-11	1	5	2	5	2	-11
O=C(c1ccc(S(=O)(=O)Cc2cc(F)ccc2F)c([N+](=O)[O-])c1)N1CCCC1	6	19	1	-3	-6	5	9	17	2	-1	46
CCOc1cc(C2C3=C(CC(C)(C)CC3=O)N(C)C3=C2C(=O)CC(C)(C)C3)ccc1O	-2	9	-1	-11	8	-3	4	16	9	13	0

Overlap with the part before: two compounds; new compounds follow.
SMILES	Granule exo inh	NCOA2 inhibitor	TLR9-MyD88 inh	NOD2 RIPK2 PPI	NCOA1 inh	ABHD5 PLIN5 PPI	NCOA3 inh	TROY signal inh	COUP-TFII inh	NR5A2 inv ag	TWEAK Fn14 block
O=C(c1ccc(S(=O)(=O)Cc2cc(F)ccc2F)c([N+](=O)[O-])c1)N1CCCC1	6	19	1	-3	-6	5	9	17	2	-1	46
CCOc1cc(C2C3=C(CC(C)(C)CC3=O)N(C)C3=C2C(=O)CC(C)(C)C3)ccc1O	-2	9	-1	-11	8	-3	4	16	9	13	0
CC(=O)c1cnc2nc(SCc3ccc(Cl)cc3)nn2c1C	-7	-32	1	7	-10	1	-31	-8	0	3	-33
OCCNc1nc(N2CCOCC2)nc(N2CCOCC2)n1	0	24	-9	-3	10	1	4	8	-10	-16	9
Cc1c(C(=O)NC(C)CCc2ccccc2)cccc1[N+](=O)[O-] (stereo not given)	2	-8	4	-6	3	0	11	17	-7	11	-11
Oc1cnn(-c2ccccc2)c1	1	-27	8	-11	-12	10	8	-26	-32	-2	6
CCOc1cc(/C=N/NC(=O)c2nnn(-c3nonc3N)c2C)ccc1OCc1ccc(F)cc1	-2	0	-1	-2	-8	-3	-1	-22	3	-8	-37
Cc1c(NC(=O)c2ccc3c(c2)C(=O)N(CC2CCCO2)C3=O)cccc1C(=O)O (stereo not given)	-3	13	6	-10	-34	-4	3	-57	-7	1	-10
O=C(Nc1ccccc1)N1CCC(C(=O)N(Cc2ccco2)Cc2cccs2)CC1	0	-8	-4	-2	-7	-2	-3	9	5	3	6
O=C1CCC2(CCCCC2)N1	-2	-18	-2	-18	-3	-2	-15	-11	13	-2	7
O=C(Nc1ccc([N+](=O)[O-])cc1)C1CC1(c1ccccc1)c1ccccc1 (stereo not given)	4	-4	-4	-9	-23	-3	-9	70*	3	2	32
COC(=O)N/N=C\c1c(C)[nH]n(-c2ccccc2)c1=O	-1	-13	0	-6	-33	-18	-3	-4	6	-8	-1
CCc1c(C)c(C#N)c2nc3ccccc3n2c1-n1nc(C)cc1C	4	-2	-17	2	8	5	8	5	-2	1	-11
Cc1cc(/C=C2\SC(=S)NC2=O)c(C)n1-c1ccccc1	2	-50	.	-2	-80	-1	-68	-45	-45	-118	1
O=c1cc(-c2ccc(O)cc2)oc2ccccc12	-4	-83	7	-4	-74	4	-48	-80	-44	-38	-56
O=C(O)CCSc1nnc(COc2cccc3ccccc23)n1-c1cccc(Cl)c1	4	-4	-1	3	-5	10	-12	7	16	-9	-16
CCOc1ccc(/C=C/c2nc(C#N)c(NCCCN(C)C)o2)cc1	5	0	-14	2	-10	5	1	-12	3	-7	-1
Cc1cccnc1NC(=S)Nc1ccc(Cl)c(Cl)c1	3	-46	-4	-3	-45	-5	-58	-11	-8	-69	-27
CCC(C)NC(=O)c1ccc(C(=O)c2ccccc2)cc1 (stereo not given)	0	-13	-2	0	-40	5	2	-40	-16	-3	-18
O=C(COc1ccccc1C(=O)O)NC1CCCc2ccccc21 (stereo not given)	8	7	-1	-4	-15	-3	20	0	6	-4	-3
COc1ccccc1C(=O)NCC(=O)OCC(=O)c1cccc2ccccc12	1	-3	4	4	0	1	-22	-18	-7	13	-14
O=C(Nc1ccc2ccccc2c1)C(c1ccccc1)C1CCCC1 (stereo not given)	-9	-18	2	-2	-21	-3	-96	1	-15	-27	-6
N/C(=N\OC(=O)c1ccc2ccccc2c1)c1ccncc1	0	-56	0	-4	-126	0	-116	1	-48	-181	42
O=C(COC(=O)c1ccc([N+](=O)[O-])s1)Nc1ncc(C(F)(F)F)cc1Cl	-2	-24	-4	2	-8	-5	10	-7	-6	17	-3
Cc1ccc2[nH]c(C(=O)N3CCCC(Nc4ccc(F)cc4)C3)cc2c1 (stereo not given)	1	0	7	11	-59	2	9	-15	-15	-2	1

An excerpt; count on the stated rates, not on these rows.
